Assay outcomes: PubChem BioAssay, NCI
NCI-60 one-dose screen, 48 h, at 10 µM unless noted. Numbers give growth in % (100 = growth as untreated, 0 = no growth, -100 = all killed).
KM12 = KM12 colon cancer cells | actives 5% (n = 82,000) | AID 1794800
HT29 = HT29 colon cancer. actives 7.4% (n = 81,000). AID 1794748
HCT-15 = HCT-15 colon cancer. actives 5.2% (n = 82,000). AID 1794746
SK-OV-3 = SK-OV-3 ovarian cancer cells | actives 3.2% (n = 80,000) | AID 1794785
COLO 205 = COLO 205 colon cancer | actives 7.3% (n = 79,000) | AID 1794742
HCT-116 = HCT-116 colon cancer | AID 1794798 | actives 7.3% (n = 82,000)
OVCAR-4 = OVCAR-4 ovarian cancer cells | AID 1794784 | actives 3.7% (n = 80,000)
IGROV1 = IGROV1 ovarian cancer. actives 4.7% (n = 79,000). AID 1794786
SW-620 = SW-620 colon cancer; actives 5.2% (n = 82,000); AID 1794795
Active calls of the source: *; · = not tested or not shown; & = joins results of further samples. Rule for the calls: active = growth percent below 10; inactive = the rest. This is a random part of the collection; about 12% have a hit in one of these screens.

SMILES	KM12	HT29	HCT-15	SK-OV-3	COLO 205	HCT-116	OVCAR-4	IGROV1	SW-620
COC(=O)c1c(C)cccc1C(=O)c1c(C)cc(C)cc1C	98	91	91	96	100	80	103	94	102
O=C1c2ccccc2C(=O)c2c1c(C(=O)C(F)(F)F)n1c2ccc2c3ccccc3ccc21	100	130	106	113	115	103	101	89	107
COc1cc(N=Nc2cc(Cc3ccc(N(C)C)cc3)c(N)cc2N(C)C)c2ncccc2c1	-11*	-65*	-13*	-0.1*	-34*	-24*	-49*	7.4*	-34*
COc1cccc2cc(-c3cc4ccccc4[nH]3)/c(=N/C(=S)Nc3ccccc3)oc12	88	82	89	·	98	60	41	58	74
O=C(Nc1ccc(Cl)c(Cl)c1)Nc1ccccc1O	96	112	79	89	85	61	67	73	90
O=C1CC2CC=C(c3ccc(F)cc3)CN2C=C1c1ccccc1 (stereo not given)	96	83	99	109	107	99	96	101	104
O=[N+]([O-])c1cccc(NCn2c(=S)sc3ccccc32)c1	105	101	101	96	84	103	107	88	103
CCn1cc(-c2ccnc(NCCNS(=O)(=O)c3ccc(Cl)cc3)c2)c(-c2cccc(OC)c2)n1	94	83	83	93	101	75	75	81	90
Cc1ccnc(NC(=O)Cn2cc(COc3ncnc4c3cnn4-c3ccccc3)nn2)c1	101	110	93	·	·	97	83	98	108
N/C(=N\O)c1ccc(Cl)cc1	103	95	89	99	92	94	108	117	100
COc1cc(C[C@H]2OC(=O)C=C2c2ccc(O)cc2OC)ccc1O	101	90	94	88	99	97	101	101	104
C=CCc1cc(-c2nc(N)nc(N)n2)cc(C)c1O	103	106	113	107	109	108	112	103	103
CCn1c2ccc(O)cc2c2c(C)c3c[n+](CCCCCC(N)=O)ccc3c(C)c21	91	84	66	90	99	68	100	93	63
COCCCNc1ncnc2c1cnn2C	106	102	92	104	111	105	112	109	109
N#CCCN(C(=O)Nc1ccccc1)C1CCCCC1	119	102	98	112	112	103	85	116	108
COc1ccccc1NS(=O)(=O)c1ccc2oc(SC(C)C)nc2c1	99	96	125	114	109	63	53	92	102
S=C(Nc1cccc(Cl)c1)Nc1cccc(Cl)c1	94	99	89	92	102	86	82	119	103
CCCCCCCCCCCCCCCCCCOc1ccccc1CC(=O)NCC[N+]1(C)CCCC1	19	8.7*	94	77	-6.9*	56	42	-22*	65
O=C(O)c1c[nH]c2nccnc12	108	111	107	99	106	102	96	110	101
O=S(=O)(Nc1ccc2[nH]ccc2c1)c1cc(C(F)(F)F)cc(C(F)(F)F)c1	90	111	91	107	112	89	87	94	98
CCOC(=O)C1=CSC2=NC(C)=CC(c3ccc(Cl)cc3)N12 (stereo not given)	115	100	95	103	107	107	106	111	106
[2H]C([2H])([2H])Oc1cc(F)ccc1/C=C/C(=O)/C=C(/C=C/c1ccc(F)cc1OC([2H])([2H])[2H])OB(F)F	62	32	25	101	21	-11*	17	12	22
CCOC(=O)c1cc2c(n1Cc1ccc(OC)cc1)-c1nc(N)sc1CCC2	94	97	89	82	104	106	91	90	94
Nc1ccc2ccccc2c1N=Nc1ccc(/C=C/c2ccc(N=Nc3c(N)ccc4ccccc34)cc2S(=O)(=O)O)c(S(=O)(=O)O)c1	97	104	91	98	90	102	107	84	89
Oc1c(CN2CCCC2)cc(CSCc2ccccc2)c2cccnc12	20	91	-39*	-16*	51	7.5*	-2.4*	-4.0*	14
Cc1ccc(Sc2cc(C(=O)N3CC4C=CC=CC4C3)ccc2O)cc1C (stereo not given)	104	102	114	91	103	91	111	124	107
O=c1oc(-c2csc(-c3cccs3)n2)cc2ccccc12	111	97	102	95	109	96	95	91	96
Cc1c(COc2ccccc2-c2cnco2)c(C)c(COc2ccccc2-c2cnco2)c(C)c1COc1ccccc1-c1cnco1	92	88	96	·	110	93	101	106	103
CCOP1(=O)OC(C)CN(C)c2oc(-c3ccc(C)cc3)nc21 (stereo not given)	112	114	100	107	130	108	111	114	109
O=C1C2C(C(=O)N1CC[Se][Se]CCN1C(=O)C3C(C1=O)[C@H]1C=C[C@@H]3C1)[C@H]1C=C[C@@H]2C1 (stereo not given in full)	0.1*	-8.4*	1.1*	-50*	-87*	2.0*	-33*	-47*	8.4*
Cc1ccc(Nc2nnc(-c3cc(F)c(F)c(F)c3)o2)c(C)c1	102	82	88	59	101	43	52	79	85
Nc1cnc(Nc2ccc(Br)cc2)nc1N	99	104	106	106	145	136	91	83	111
COc1ccc(CN2CCC(N3CCCC3=O)c3cc(OC)ccc32)cc1 (stereo not given)	117	114	106	106	119	100	102	105	116
COc1ccc2[nH]c(C(=O)NCc3ccccc3)cc2c1	111	103	95	108	124	95	94	99	107
Nc1cc(Cl)ccc1N1C(=O)CCC1=O	103	103	103	95	111	92	91	·	102
COc1ccc2c(c1)C(=O)/C(=C/c1cccc(OCC(=O)c3ccc([N+](=O)[O-])cc3)c1)CO2	-88*	6.8*	-38*	91	98	-74*	74	·	-89*
Clc1cc2cc(-c3nc4ccccc4s3)c(Cl)nc2cc1Cl	82	92	92	95	88	96	91	75	93
Cc1ccc(NC2=C(Cl)C(=O)c3nc(C)ccc3C2=O)c(C)c1	45	81	-58*	117	98	-68*	-96*	-59*	-29*
C=CCNC(=O)NC(=O)Cc1ccccc1	138	103	105	·	·	89	107	114	109
COC(=O)CCCCCCCC(OC)OC	108	98	107	99	118	119	·	114	106

Exported as a markdown table: part of the list above.
| Compound | KM12 | HT29 | HCT-15 | SK-OV-3 | COLO 205 | HCT-116 | OVCAR-4 | IGROV1 | SW-620 |
| --- | --- | --- | --- | --- | --- | --- | --- | --- | --- |
| Nc1ccc2ccccc2c1N=Nc1ccc(/C=C/c2ccc(N=Nc3c(N)ccc4ccccc34)cc2S(=O)(=O)O)c(S(=O)(=O)O)c1 | 97 | 104 | 91 | 98 | 90 | 102 | 107 | 84 | 89 |
| Oc1c(CN2CCCC2)cc(CSCc2ccccc2)c2cccnc12 | 20 | 91 | -39* | -16* | 51 | 7.5* | -2.4* | -4.0* | 14 |
| Cc1ccc(Sc2cc(C(=O)N3CC4C=CC=CC4C3)ccc2O)cc1C (stereo not given) | 104 | 102 | 114 | 91 | 103 | 91 | 111 | 124 | 107 |
| O=c1oc(-c2csc(-c3cccs3)n2)cc2ccccc12 | 111 | 97 | 102 | 95 | 109 | 96 | 95 | 91 | 96 |

(next part)
SMILES	KM12	HT29	HCT-15	SK-OV-3	COLO 205	HCT-116	OVCAR-4	IGROV1	SW-620
CC(=O)Nc1ccccc1O	105	111	105	107	106	111	107	128	105
COC(=O)C1=COC(OC2OC(CO)C(O)C(O)C2O)C2C(C)CC(=O)C12 (stereo not given)	111	98	111	106	118	102	101	112	107
O=C(NCCCNc1nccc(-c2c(-c3cccc(F)c3)nc3sccn23)n1)c1ccc(C(F)(F)F)cc1	85	54	54	69	75	67	75	42	111
O=C(/C=C/c1ccc(Cl)cc1Cl)Nc1ccccc1F	98	86	93	92	100	89	91	72	109
COc1ccc(OC)c(NCCN2C(=O)c3ccccc3C2=O)c1	102	94	96	100	112	99	100	101	103
Clc1ccccc1-c1conc1-n1nc(-c2ccccc2)nc1-c1ccccc1	108	113	103	98	104	101	116	104	111
CC1=CC(C)CC(=O)O1 (stereo not given)	104	104	102	104	116	97	116	107	100
Cc1cc(C)c(N=Nc2cc(C)c(N=Nc3c(S(=O)(=O)O)cc4cc(Nc5ccccc5)ccc4c3O)cc2C)c(S(=O)(=O)O)c1	100	97	106	101	119	102	105	103	102
CC(C)C/C=C/C=C/C(=O)N[C@@H](CC(N)=O)C(=O)N[C@@H]1C(=O)N[C@H](c2ccc(O)cc2)C(=O)N[C@H](CCCN)C(=O)N[C@H]([C@@H](C)O)C(=O)N[C@H](c2ccc(O)cc2)C(=O)N[C@H](c2ccc(O)cc2)C(=O)N[C@H]([C@H](C)O)C(=O)N[C@H](Cc2ccccc2)C(=O)N[C@H](CCCN)C(=O)N[C@H](c2ccc(O[C@H]3O[C@@H](CO)[C@@H](O)[C@@H](O)[C@H]3O[C@@H]3O[C@H](CO)[C@H](O)[C@H](O)[C@@H]3O)cc2)C(=O)N[C@H]([C@H](C)O)C(=O)N[C@H](c2ccc(O)cc2)C(=O)NCC(=O)N[C@H](CC(C)C)C(=O)N[C@H](C)C(=O)N[C@H](c2ccc(O)c(Cl)c2)C(=O)O[C@@H]1C(N)=O	44	24	70	87	101	20	117	97	96
Clc1cc(Cl)cc(N2N=C(c3ccc4c(c3)OCO4)CC2c2cccc(Nc3ccnc4cc(Cl)ccc34)c2)c1 (stereo not given)	97	70	98	98	97	100	96	95	106
CN(C)CCOc1ccccc1Cc1ccc(Cl)cc1Cl	93	83	94	98	86	81	89	82	91
CCCCN(CCCC)/N=N\N(CCCC)CCCC	111	110	97	108	109	109	86	100	111
CCCCCC/C(C=O)=C\c1ccccc1	100	93	99	101	127	104	101	106	110
CC(O)(Cc1ccccc1)c1ccccc1 (stereo not given)	98	111	96	91	102	102	99	113	96
N=C1NC(=O)C(Cn2cnc3ccccc32)S1 (stereo not given)	104	108	105	103	114	98	105	105	106
NCC(=O)NS(=O)(=O)OC[C@H]1O[C@@H](n2cnc3c(N)ncnc32)[C@H](O)[C@@H]1O	0.7*	6.0*	11	6.3*	49	6.6*	-22*	12	3.7*
N=C(N)Sc1cccc[n+]1[O-]	55	50	33	85	40	9.3*	16	46	47
O=C(O)/C(O)=C(/O)C(=O)O	129	100	105	106	113	102	112	111	112
O=C(c1ccccc1)N(C(=S)NCCc1ccc(Cl)cc1)c1ccccc1	52	101	86	114	139	62	97	102	77
CNC(=O)c1cc(Oc2ccc3nc(NC(=O)NCCO)sc3c2)ccn1	98	105	109	99	101	97	92	112	111
COc1ccc2c(c1)c1nc3cc(C)c(C)cc3nc1n2CCN(C)C	18	-1.8*	-80*	28	-24*	-70*	20	-7.6*	-66*
O=C(Nc1ccc(Oc2cccc(Cl)c2)c(Cl)c1)c1ccnnc1	79	97	83	100	102	84	69	92	100
Brc1ccc(-c2cn(-c3ccccc3)c(=Nc3ccc(Nc4ncnc5sc6c(c45)CCCC6)cc3)s2)cc1	101	95	99	94	97	96	100	90	103
Oc1ccccc1-c1nnc(SCc2ccc(O)c3ncccc23)n1-c1ccccc1	15	15	18	8.9*	34	13	16	6.7*	15
CCCCCc1ccc(S(=O)(=O)Nc2cccc(-c3csc(NC(=O)CN4CCN(CCO)CC4)n3)c2)cc1	54	36	51	90	59	45	79	85	74
CC1CCC2CC(=O)NC(=O)CC12 (stereo not given)	106	112	101	103	109	111	119	110	98
CCCNC(=O)NS(=O)(=O)c1ccc(Cl)cc1	107&114	102&92	108&105	108&102	116&116	99&99	108&110	104&98	103&111
O=C(Nc1ncc(Cc2ccccc2)s1)C(=S)N1CCOCC1	100	104	106	98	101	100	96	105	99
COC(=O)c1ccc(-n2cc(CCCOS(=O)(=O)c3ccc(C)cc3)nn2)cc1	102	104	104	101	106	100	92	99	98
CC(O)CN1CCCCC1 (stereo not given)	106	92	107	107	111	110	109	106	102
O=C(Nc1cccc(Cl)c1)OCCN1CCOCC1	105	80	107	107	·	88	119	103	106
C=C1CC2C3C=C(C)C4=CC(=O)CC[C@]4(C)C3CC[C@]2(C)[C@@]1(OC(C)=O)C(C)=O (stereo not given in full)	73	54	60	76	·	32	40	69	56
Cc1ccc(NC(=O)CSc2nnc(-c3ccc(NC(=O)c4cccnc4)cc3)o2)cc1	113	116	100	104	93	61	119	106	87
O=C1NC(=S)NC(=O)C1=Cc1cc(-c2ccc([N+](=O)[O-])cc2)n(-c2ccccc2)n1	86	108	73	97	106	80	89	76	95
Cc1c(-c2ccccc2)nc(SCC(=O)Nc2nc(-c3ccc(Cl)cc3)cs2)n1Nc1ccccc1	48	58	70	92	90	45	59	76	80
Cc1ccc(O)c(C2C=CCC2)c1 (stereo not given)	113	103	104	119	122	112	·	105	103
NC(N)=NS(=O)(=O)c1ccc(N)cc1	114&105	110&109	111&103	105&110	102&115	100&115	107&110	98&110	105&102
NCCSSC/C=C\CSSCCN	102	106	102	·	113	94	103	·	102
COc1cc(CNC(=O)C2CSC3(C)c4ccccc4C(=O)N23)cc(OC)c1OC (stereo not given)	106	83	106	104	105	98	97	107	101
CC(C)[C@@H]1CC[C@@H](C)C[C@H]1O	109&103&106	107&103&98	101&98&106	97&105&102	106&105&105	104&103&102	100&100&101	123&105&105	106&102&101
c1ccc(C(CN2CCCCC2)Oc2ccccn2)cc1 (stereo not given)	120	98	104	108	105	102	124	104	111
O=C1CCC(N2C(=O)c3cccc(NCCOCCOCCn4cc(CNc5cccc6c5C(=O)N(C5CCC(=O)NC5=O)C6=O)nn4)c3C2=O)C(=O)N1 (stereo not given)	107	92	106	104	107	108	112	108	108
O=C(O)c1ccc2c([N+](=O)[O-])cccc2n1	106	115	99	104	105	96	108	109	102
COC(=O)C(c1ccccc1)C(CC(=O)c1ccccc1)c1ccccc1 (stereo not given)	92	79	97	32	105	89	·	83	104
O=C(O)/C=C\CCCCCCCCC(=O)O	103	106	95	98	101	104	102	106	98

Part of the list above, with two lines to a compound.
Each structure is followed by: KM12	HT29	HCT-15	SK-OV-3	COLO 205	HCT-116	OVCAR-4	IGROV1	SW-620
- O=S(=O)(Nc1ccc2[nH]ccc2c1)c1cc(C(F)(F)F)cc(C(F)(F)F)c1
 : 90	111	91	107	112	89	87	94	98
- CCOC(=O)C1=CSC2=NC(C)=CC(c3ccc(Cl)cc3)N12 (stereo not given)
 : 115	100	95	103	107	107	106	111	106
- [2H]C([2H])([2H])Oc1cc(F)ccc1/C=C/C(=O)/C=C(/C=C/c1ccc(F)cc1OC([2H])([2H])[2H])OB(F)F
 : 62	32	25	101	21	-11*	17	12	22
- CCOC(=O)c1cc2c(n1Cc1ccc(OC)cc1)-c1nc(N)sc1CCC2
 : 94	97	89	82	104	106	91	90	94
